M5 PAM = positive allosteric modulators of human muscarinic M5 receptor. P08912. CHO-K1 hM5, Fluo-8 calcium, ACh EC20 PAM; 0% = ACh EC20, 100% = ACh EC100. activation, % at 3 µM. 360,000 tested, 0.3% active. AID 624038;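 active means activation above the run cutoff, the mean activation of all test compounds plus 3 SD, cut at about 18% in these data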
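Assay system – human M5 receptor in CHO-K1 cells · Read-out – % activation, ACh-normalized · Technique – Fluo-8 calcium fluorescence · Dosing – single-point, 3 µM nominal · Incubation – Fluo-8 loading 80 min at 37 °C plus 30 min room temperature · Repeats – singlicate, one well per test compound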
CRFR2-BP ag = CRF-BP/CRF-R2 complex agonism | activation, % at 13.2 µM | 350,000 tested, 0.46% active | HEK293 CRF-R2/CRF-BP, calcium dye fluorescence (FLIPR); percent of saturating CRF peptide response;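 active means activation of at least 50%, plus an integration ratio under a set limit after plate pattern correction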;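 further: plate controls were neutral control wells without compound for no effect and CRF at EC100 for full effect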
CHRM1 antagonist = blocks human M1 muscarinic receptor; AID 588852; inhibition, % at 3 µM; CHO-K1 hM1, Fluo-8 calcium fluorescence, ACh EC80 antagonist; P11229; 360,000 tested, 1.3% active;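 active means percent inhibition above its own plate's cutoff, namely the mean of that plate's compound wells plus 3 SD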;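 further: peak over basal fluorescence ratio during 140 s after agonist addition; 0% = ACh EC80 plus DMSO and 100% = DMSO alone without agonist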
Target sequence (P11229 whole entry, looked up): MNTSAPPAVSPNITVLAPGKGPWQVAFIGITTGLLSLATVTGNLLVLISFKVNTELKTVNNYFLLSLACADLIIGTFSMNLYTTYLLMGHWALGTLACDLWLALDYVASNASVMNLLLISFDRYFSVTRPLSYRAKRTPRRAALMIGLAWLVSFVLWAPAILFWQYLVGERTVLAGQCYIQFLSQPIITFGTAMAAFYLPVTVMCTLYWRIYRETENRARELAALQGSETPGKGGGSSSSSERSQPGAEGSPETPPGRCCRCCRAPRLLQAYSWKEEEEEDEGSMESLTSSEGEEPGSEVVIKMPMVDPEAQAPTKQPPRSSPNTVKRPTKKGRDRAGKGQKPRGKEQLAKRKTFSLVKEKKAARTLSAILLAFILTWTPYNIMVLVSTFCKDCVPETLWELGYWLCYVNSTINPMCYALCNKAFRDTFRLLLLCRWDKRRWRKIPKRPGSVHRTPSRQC
CHRM4 antagonist = antagonists of human muscarinic M4 receptor (CHRM4); CHO-hM4 cells, ACh EC80, Fluo-8 calcium fluorescence; P08173; inhibition, % at 3 µM; AID 624125; 360,000 tested, 0.73% active;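 active means inhibition above its plate's cutoff, the mean inhibition of sample wells plus 3 SD, cut at about 27% in these data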;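 further: 0% = acetylcholine EC80 with DMSO and 100% = DMSO without agonist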
Target sequence (P08173 whole entry, looked up): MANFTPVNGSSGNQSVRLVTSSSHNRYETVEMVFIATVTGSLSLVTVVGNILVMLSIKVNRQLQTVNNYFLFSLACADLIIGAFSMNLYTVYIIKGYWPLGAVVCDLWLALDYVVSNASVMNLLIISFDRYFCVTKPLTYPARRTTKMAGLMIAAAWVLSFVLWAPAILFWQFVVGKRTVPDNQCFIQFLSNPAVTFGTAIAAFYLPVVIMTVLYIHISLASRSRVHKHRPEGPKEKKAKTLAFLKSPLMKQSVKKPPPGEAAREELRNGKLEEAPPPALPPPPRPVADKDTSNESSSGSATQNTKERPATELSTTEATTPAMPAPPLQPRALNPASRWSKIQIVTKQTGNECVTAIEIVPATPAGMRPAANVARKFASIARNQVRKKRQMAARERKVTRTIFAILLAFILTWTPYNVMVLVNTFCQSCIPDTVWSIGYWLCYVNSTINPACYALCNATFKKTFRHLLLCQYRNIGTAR
M5 ag = agonists of human muscarinic M5 receptor (CHRM5) | activation, % at 3 µM | 360,000 tested, 0.19% active | CHO-K1 hM5 cells, Fluo-8 calcium fluorescence; 0% DMSO wells, 100% maximal acetylcholine response | P08912 | AID 624037;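 active means activation above the run's mean over test compounds plus 3 SD, cut at about 23% in these data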;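 further: signal is peak over basal fluorescence ratio across the kinetic read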
M5 antag = antagonists of human muscarinic M5 receptor (CHRM5). inhibition, % at 3 µM. AID 624040. P08912. 360,000 tested, 0.59% active. CHO-hM5 cells, Fluo-8 calcium fluorescence, ACh EC80;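 active means inhibition above a per-plate cutoff, the mean of that plate's test compounds plus 3 SD, cut at about 27% in these data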;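 further: 0% = acetylcholine EC80 with DMSO and 100% = DMSO without agonist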
M4 ag = CHRM4 agonism in calcium assay; P08173; CHO-K1 hM4/Gqi5, Fluo-8 calcium fluorescence; vehicle 0%, full acetylcholine response 100%; activation, % at 3 µM; 360,000 tested, 0.14% active;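 active means activation above the run mean over all test wells plus 3 SD, cut at about 32% in these data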;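 further: peak over basal fluorescence ratio per well then scaled between controls; 0% = DMSO wells and 100% = acetylcholine at EC100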
M1 PAM = positive allosteric modulators of human M1 muscarinic receptor; P11229; CHO-K1 hM1, Fluo-8 calcium fluorescence, ACh EC20; 0% = ACh EC20, 100% = maximal ACh; activation, % at 3 µM; 360,000 tested, 0.088% active; AID 588819; in the data active means activation above about 19%, passing the limit was not always enough
M4 PAM = positive allosteric modulators of human muscarinic M4 receptor; P08173; CHO-K1 hM4/Gqi5, Fluo-8 calcium fluorescence, ACh EC20; 0% = ACh EC20, 100% = maximal ACh; activation, % at 3 µM; 360,000 tested, 0.4% active;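 active means activation above its plate's cutoff, the mean activation of sample wells plus 3 SD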; further: some results filed as inactive read as strong as hits
Active calls of the source: *; / = not tested or not shown.

Short forms – A = M5 PAM; B = CRFR2-BP ag; C = CHRM1 antagonist; D = CHRM4 antagonist; E = M5 ag; F = M5 antag; G = M4 ag; H = M1 PAM; I = M4 PAM
> CCn1c(SCC(=O)Nc2nc3ccc(OC)cc3s2)nc2c1c(=O)n(C)c(=O)n2C
  A: -1 | B: -0.1 | C: -1 | D: 12 | E: 4 | F: 3 | G: 6 | H: -6 | I: -7

> CCC(=O)Nc1c2c(nn1-c1ccccc1)CSC2
  A: -1 | B: -0.6 | C: -9 | D: -5 | E: -5 | F: 4 | G: 0 | H: 11 | I: 4

> Fc1ccc(/C=N/NC(=S)NCCc2ccccc2)cc1F
  A: -5 | B: -0.3 | C: -2 | D: 4 | E: -6 | F: 8 | G: -1 | H: -1 | I: -3

> O=C1C(Cl)=C(NCC2CCCO2)C(=O)N1CCc1ccccc1 (centres undefined)
  A: 0 | B: -1.7 | C: 11 | D: 1 | E: -4 | F: 8 | G: 4 | H: -5 | I: 9

> Cc1nn(Cc2c(F)c(F)c(F)c(F)c2F)c(C)c1NC(=O)c1ccc(COc2ccccc2Cl)cc1
  A: 0 | B: 6.9 | C: 1 | D: 3 | E: 3 | F: -2 | G: 1 | H: 4 | I: 7

> O=C(Cn1nnc2ccccc21)NCc1ccccc1
  A: 1 | B: 0.3 | C: 4 | D: -12 | E: -1 | F: -11 | G: 2 | H: 6 | I: 5

> O=C(O)C1CCC2CCCC21 (centres undefined)
  A: 0 | B: / | C: -10 | D: 3 | E: 1 | F: 2 | G: 1 | H: 4 | I: -2

> Cc1[nH]n(-c2ccccc2)c(=O)c1C(c1ccc(O)c([N+](=O)[O-])c1)c1c(C)[nH]n(-c2ccccc2)c1=O
  A: -12 | B: -0.9 | C: 15 | D: -2 | E: 8 | F: 4 | G: 11 | H: -6 | I: -2

> COC(CSc1ncnc2c1oc1nc3c(cc12)COC(C)(C)C3)OC
  A: -3 | B: -2.6 | C: -4 | D: -1 | E: -3 | F: 7 | G: 1 | H: 4 | I: 2

> Cc1cc(-c2nc3ncccc3o2)ccc1NC(=S)NC(=O)c1ccco1
  A: -7 | B: -0.2 | C: -11 | D: -4 | E: -2 | F: 11 | G: 2 | H: 8 | I: 12

> O=C(CSc1nc2ccccc2c(=O)[nH]1)Nc1ccccc1C(F)(F)F
  A: -4 | B: 0.9 | C: 7 | D: 8 | E: -2 | F: 13 | G: 7 | H: -3 | I: -2

> Cc1cc(-n2c(SCC(=O)NCCC3=CCCCC3)nc3n[nH]c(C)c3c2=N)ccc1Cl
  A: -1 | B: -1.1 | C: 0 | D: 0 | E: -2 | F: 0 | G: 0 | H: 0 | I: -1

> O=C(NC1CCCC1)C(c1ccco1)N(C(=O)c1ccco1)c1ccc(F)cc1 (centres undefined)
  A: 2 | B: -0.8 | C: -18 | D: -5 | E: -3 | F: 2 | G: 4 | H: 11 | I: 0

> COc1ccc(C)cc1N(C(=O)c1ccco1)C(C(=O)NC1CCCC1)c1cc(OC)c(OC)c(OC)c1 (centres undefined)
  A: 0 | B: 0.6 | C: -18 | D: 4 | E: -4 | F: 2 | G: 0 | H: 15 | I: 8

> CS(=O)(=O)N1CCN(c2ccc([N+](=O)[O-])c(NCc3cccnc3)c2)CC1
  A: -1 | B: -2.4 | C: 1 | D: -4 | E: -1 | F: -8 | G: 1 | H: 1 | I: 3

> CCN1CCC(N2CCN(c3ccccc3OC)CC2)CC1
  A: 2 | B: 1.2 | C: 6 | D: 5 | E: -7 | F: 14 | G: 0 | H: -1 | I: -2

> CCOC(=O)C(Cc1ccccc1)NC(=O)CCC(=O)c1ccc(OC)cc1 (centres undefined)
  A: -2 | B: -0.6 | C: -9 | D: -19 | E: -1 | F: 7 | G: 3 | H: 13 | I: 9

> Cc1ccc2oc(=O)c3cnn(CC(=O)N(CCC(C)C)Cc4ccco4)c3c2c1
  A: 0 | B: -6.0 | C: -5 | D: -6 | E: 0 | F: -3 | G: 1 | H: 3 | I: 1

> CCCCNc1cnn(-c2ccccc2)c(=O)c1Cl
  A: 12 | B: -0.1 | C: -4 | D: 1 | E: 4 | F: 2 | G: 0 | H: 11 | I: 2

> CN(CC(=O)Nc1ccccc1Cl)C1CCCCC1
  A: 7 | B: 0.8 | C: -9 | D: 3 | E: 2 | F: -7 | G: -1 | H: 2 | I: -1

> O=C(c1cccc(C(F)(F)F)c1)N1CCC2(CC1)NCCc1[nH]cnc12
  A: -2 | B: -0.4 | C: -8 | D: 1 | E: -1 | F: -10 | G: 1 | H: 8 | I: 1

> O=c1cc(O)c2sc(Nc3ccc(F)cc3)nc2[nH]1
  A: -6 | B: 3.0 | C: -12 | D: 7 | E: -7 | F: 11 | G: 0 | H: 8 | I: -2

> Cc1ccc2ccccc2c1C(O)c1ncc(-c2ccc(F)cc2)[nH]1 (centres undefined)
  A: -7 | B: / | C: 2 | D: -10 | E: 1 | F: -1 | G: 5 | H: 2 | I: 4

> COc1cc(C2/C(=C(\O)c3ccc4c(c3)OCCO4)C(=O)C(=O)N2Cc2ccco2)ccc1O (centres undefined)
  A: -1 | B: 3.0 | C: -18 | D: -1 | E: -4 | F: 6 | G: 0 | H: 13 | I: 6

> Cc1ccc(SCc2c(C(=O)N/N=C/c3ccncc3)nnn2-c2nonc2N)cc1
  A: 0 | B: -1.1 | C: -11 | D: -2 | E: -3 | F: 4 | G: 5 | H: 9 | I: 8

> O=C(NCCc1nc2ccccc2[nH]1)/C(=C/c1ccc2c(c1)OCO2)NC(=O)c1ccccc1
  A: 8 | B: -4.9 | C: -9 | D: -12 | E: -3 | F: -13 | G: 2 | H: 4 | I: -3

> COc1ccc(-c2csc(N(CCc3ccccc3)C(=O)COc3ccccc3)n2)cc1
  A: 3 | B: 4.1 | C: -11 | D: 9 | E: 1 | F: 0 | G: 0 | H: 9 | I: 2

> CCCNC(=O)c1[nH]c(C)c(C(C)=O)c1C
  A: 1 | B: -0.3 | C: -9 | D: -4 | E: -2 | F: 1 | G: 1 | H: 7 | I: 5

> CC(=O)Nc1ccc(NC(C)=C(C#N)C#N)cc1
  A: -1 | B: 0.1 | C: 0 | D: -1 | E: 0 | F: -1 | G: 0 | H: -3 | I: 2

> COc1cccc(N(CC(=O)NCCSc2ccccn2)S(C)(=O)=O)c1
  A: 11 | B: -0.9 | C: -4 | D: -10 | E: -1 | F: -3 | G: 2 | H: 0 | I: 10

Some entries already given, reduced to CRFR2-BP ag and M5 PAM.
Molecule | CRFR2-BP ag | M5 PAM
CCCNC(=O)c1[nH]c(C)c(C(C)=O)c1C | -0.3 | 1
CC(=O)Nc1ccc(NC(C)=C(C#N)C#N)cc1 | 0.1 | -1
COc1cccc(N(CC(=O)NCCSc2ccccn2)S(C)(=O)=O)c1 | -0.9 | 11

The results go on.
Short forms – A = M5 PAM; B = CRFR2-BP ag; C = CHRM1 antagonist; D = CHRM4 antagonist; E = M5 ag; F = M5 antag; G = M4 ag; H = M1 PAM; I = M4 PAM
> COc1cc2[nH]c(=S)nc(NC3CCCCCC3)c2cc1OC
  A: -8 | B: -0.2 | C: 14 | D: 1 | E: -4 | F: 5 | G: 1 | H: -10 | I: -7

> CN(C(=O)COC(=O)CNS(=O)(=O)/C=C/c1ccccc1)C1CCS(=O)(=O)C1 (centres undefined)
  A: 10 | B: -2.3 | C: -7 | D: -14 | E: -4 | F: -15 | G: 0 | H: 7 | I: 16

> Cc1sc2c(c1C)CN(CCN1CCOCC1)CN2C(=O)c1ccccc1
  A: -8 | B: -1.1 | C: -2 | D: -6 | E: -2 | F: 8 | G: 0 | H: 4 | I: 5

> Cc1nc(OCc2ccccc2)c2sc3nc4c(cc3c2n1)COC(C)(C)C4
  A: 4 | B: -0.2 | C: -32 | D: -5 | E: -1 | F: -2 | G: 1 | H: 5 | I: 2

> NC(=O)CC(NC(=O)Cc1ccc(Cl)cc1)c1ccc(NC2CCN(Cc3ccccc3)CC2)c([N+](=O)[O-])c1 (centres undefined)
  A: -6 | B: 1.3 | C: 27 | D: -3 | E: -10 | F: -9 | G: 1 | H: -27 | I: -5

> O=C(CCNS(=O)(=O)c1ccccc1)NNC(=O)COc1ccccc1F
  A: 8 | B: 0.7 | C: -9 | D: 0 | E: 1 | F: 7 | G: 2 | H: 11 | I: 11

> CCO[C@@H]1OC(C(=O)O)=C[C@H](C2CC2)[C@H]1CCCO
  A: 6 | B: 0.8 | C: -6 | D: -7 | E: 3 | F: 6 | G: -1 | H: 7 | I: 9

> CC(=O)Nc1ccc(SCCN2CC[C@@H](C(C)(C)C)CCC2=O)cc1
  A: -6 | B: 0.4 | C: -15 | D: 5 | E: 3 | F: 10 | G: 4 | H: 7 | I: -3

> O=C(Nc1c2c(nn1-c1ccc([N+](=O)[O-])cc1)CS(=O)(=O)C2)c1ccco1
  A: 10 | B: 2.0 | C: -3 | D: 0 | E: 1 | F: -16 | G: 1 | H: 5 | I: 2

> [O-][n+]1onc2c3cc(-c4ccccc4)nnc3ccc21
  A: 1 | B: 0.3 | C: -12 | D: 1 | E: -2 | F: 9 | G: 1 | H: 7 | I: 21

> Cc1cc(C)c2nc(SC(C)C(=O)NCC(=O)Nc3ccc(F)c(F)c3F)cc(C)c2c1 (centres undefined)
  A: 3 | B: 2.4 | C: 9 | D: -3 | E: 0 | F: 2 | G: 1 | H: -1 | I: 3

> Cc1c(Cl)cccc1NC(=O)CNC(=O)c1ccco1
  A: 2 | B: -1.6 | C: -16 | D: 2 | E: -4 | F: 9 | G: 0 | H: 14 | I: -2

> CCOc1ccc(CNc2nc3ccccc3n2C)cc1
  A: 21* | B: -3.2 | C: -18 | D: -14 | E: -2 | F: -12 | G: 2 | H: 13 | I: 1

> CCOC(=O)c1ccccc1NC(=O)COC(=O)C(CCSC)NC(=O)COc1ccccc1 (centres undefined)
  A: -14 | B: 2.7 | C: 0 | D: -6 | E: -5 | F: 8 | G: 5 | H: -3 | I: 2

> Cc1cc(NC(=O)CN2C(=O)/C(=C/c3ccccc3F)SC2=S)no1
  A: 2 | B: -1.1 | C: -4 | D: -5 | E: 3 | F: -6 | G: 2 | H: 6 | I: 0

> Cc1ccc(CNC(=O)C2CCC(=O)N(Cc3ccc(Cl)cc3)C2)cc1F (centres undefined)
  A: -2 | B: -1.3 | C: -24 | D: -2 | E: -3 | F: 10 | G: 3 | H: 16 | I: 2

> COc1cc(/C(C)=N/NC(=O)c2ccc(CSc3nncn3C)cc2)cc(OC)c1OC
  A: -10 | B: 0.6 | C: -16 | D: 6 | E: 2 | F: 5 | G: 1 | H: 12 | I: -6

> COc1ccc2c(c1OC)C(=O)OC2Nc1nc(-c2ccc(-c3ccccc3)cc2)cs1 (centres undefined)
  A: -1 | B: 2.0 | C: -6 | D: -24 | E: -2 | F: -9 | G: 1 | H: 1 | I: 27

> C#CC1CCCCC1NC(=O)Nc1cnccc1C(F)(F)F (centres undefined)
  A: 1 | B: 1.7 | C: -7 | D: -1 | E: 1 | F: 1 | G: 0 | H: 7 | I: -6

> COC(=O)Nc1ccc(OCC(=O)N2CCOCC2)cc1
  A: 0 | B: -0.4 | C: -2 | D: 5 | E: -1 | F: -4 | G: 2 | H: 12 | I: 14

> COc1ccc(OC2CCN(S(=O)(=O)c3ccc(C(C)=O)cc3)CC2)cc1
  A: -13 | B: -0.4 | C: 8 | D: 8 | E: 3 | F: 18 | G: 17 | H: -11 | I: -14
